Bioassay records as filed in PubChem BioAssay.
TDP1 block: inhibitors of human tyrosyl-DNA phosphodiesterase TDP1; recombinant TDP1, AlphaScreen DNA substrate cleavage; Potency, µM (titrated, usually from 130 µM), for inactives: top-dose activity change, negative = inhibition, usual class: inhibitors; 350,000 tested, 0.28% active; AID 485290; also: nearly all actives have a fitted effect of over 40% in size
Target sequence (Q9NUW8 whole entry, looked up): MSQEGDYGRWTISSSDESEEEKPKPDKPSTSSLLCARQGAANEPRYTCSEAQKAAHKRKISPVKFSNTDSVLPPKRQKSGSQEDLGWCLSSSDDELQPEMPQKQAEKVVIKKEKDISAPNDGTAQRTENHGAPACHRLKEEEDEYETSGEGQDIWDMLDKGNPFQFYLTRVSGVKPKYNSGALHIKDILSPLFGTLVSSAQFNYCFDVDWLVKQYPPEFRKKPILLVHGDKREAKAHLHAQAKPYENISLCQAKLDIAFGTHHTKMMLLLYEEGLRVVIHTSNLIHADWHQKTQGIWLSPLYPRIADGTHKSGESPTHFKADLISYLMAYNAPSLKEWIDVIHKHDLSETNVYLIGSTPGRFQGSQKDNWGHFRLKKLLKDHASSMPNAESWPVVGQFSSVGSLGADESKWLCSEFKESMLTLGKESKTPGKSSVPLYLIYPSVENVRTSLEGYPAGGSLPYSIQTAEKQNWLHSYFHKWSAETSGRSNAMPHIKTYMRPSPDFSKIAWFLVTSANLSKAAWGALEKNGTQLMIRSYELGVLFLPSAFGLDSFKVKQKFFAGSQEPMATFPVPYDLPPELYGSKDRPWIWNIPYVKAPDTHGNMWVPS
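Recombinant E. coli-expressed Tdp1 (1 nM) preincubated with compound 15 min at RT, then 5'-biotin/3'-phosphotyrosine-FITC DNA substrate (15 nM) added for 5 min. AlphaScreen beads (10 ug/ml) added, 10 min RT; tyrosine-FITC cleavage read as signal loss.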
DT40 TDP1 CPT: DT40-hTDP1 cell growth loss with CPT; chicken DT40 Tdp1-/-;hTDP1 cells + 20 nM CPT, ATP luminescence, 48 h; 420,000 tested, 12% active; Potency, µM (series often up to 46.2 µM), without a hit: top-dose activity change, negative = growth inhibition, actives largely listed as inhibitors; also: nearly all actives have a fitted effect of over 55% in size
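Chicken DT40 Tdp1-/- cells complemented with human TDP1, 400 cells/well, exposed to compounds plus 20 nM camptothecin for at least 48 h at 37 C; viability read as ATP content by CellTiter-Glo luminescence.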
TDP1 cell noCPT: qHTS for Inhibitors of human tyrosyl-DNA phosphodiesterase 1 (TDP1): qHTS in cells in absence of CPT. 420,000 tested, 15% active. Potency, µM (series often up to 46.2 µM), inactives show at the highest dose activity change, negative = growth inhibition, most hits filed as inhibitors. DT40 Tdp1-/- hTDP1 cells, no CPT, ATP luminescence, 48 h. AID 686978, 2013; also: nearly all actives have a fitted effect of over 55% in size
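Stably hTDP1-transfected Tdp1-null chicken DT40 cells were treated with library compounds minus camptothecin and grown for at least 48 hr at 37 °C, after which cellular ATP was quantified by luminescence.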
An asterisk follows results filed as active; ? = inconclusive; nt = no result given; [ ] = another dose, or the depositor's remark. Calls follow the shape of the dose curve; as a rule, active = well fitted curve in the direction sought with a large enough effect; inconclusive = small, poorly fitted or top-dose-only effect, or another doubt; inactive = no such curve, though single readings can be large; an effect the other way counts as inactive or inconclusive. % is scaled to controls: 0 for no effect and ±100 for the full control effect; potency is read from the fitted curve at half-maximal effect.

SMILES	TDP1 block	DT40 TDP1 CPT	TDP1 cell noCPT
CCc1ccc(NC(=O)COc2coc(CN3CCN(c4ccccc4)CC3)cc2=O)cc1	0%	?	-27%
Cc1ccc(CNC(=O)c2cnc(N3CCCC3)nc2C)cc1	4%	2%	-25%
O=C(NC(=S)N1CCN(Cc2ccc3c(c2)OCO3)CC1)c1cccc(Br)c1	8%	16µM*	15µM*
CC1CN(CC(=O)Nc2cccc(C(=O)Nc3cccc(C(F)(F)F)c3)c2)CC(C)O1 (centres undefined)	4%	23µM*	23µM*
O=C(Cn1cc(C(F)(F)F)ccc1=O)Nc1cc(S(=O)(=O)N2CCOCC2)ccc1Cl	2%	-21%	-21%
Cc1cc(Cn2nnc(-c3ccc(Br)cc3)n2)cc(C)c1O	0%	?	?
CCCCSc1nc2c([nH]1)c(=O)n(C)c(=S)n2C	nt	-22%	?
CN(C)C1NC(=O)c2cc(-c3ccccc3)sc2N1 (centres undefined)	0%	13%	?
CN(Cc1ccccc1)C(=O)CSc1nc2c(c(C(F)(F)F)n1)CCc1ccccc1-2	nt	29µM*	?
CCCN(C(=O)CCSc1ccc(F)cc1)c1c(N)n(Cc2ccccc2)c(=O)[nH]c1=O	-3%	-2%	-8%
Cc1cccc(NC2=NC(=S)N(CC#N)C23CCCCC3)c1	7%[56.1 µM]	-3%	-17%
Oc1ccc(/C=N/NC2=NCCCCC2)cc1	4%	-5%	-9%
Cc1cc(Nc2cccc(F)c2)n2nc(C)nc2n1	-3%	12%	1%
COC(=O)C1=C(C)N(Cc2ccccc2)C(=NCC(C)C)N[C@H]1c1ccccc1	nt	4.1µM*	4.1µM*
CCN(C(=O)CCc1nc(-c2ccc(OC)cc2)no1)c1cc(OC)ccc1OC	1%	?	?
CC(C)(C)n1ncc2c(=O)n(CC(=O)NC3CCCCC3)cnc21	1%	?	-21%
O=C(CSc1n[nH]c(=O)[nH]c1=O)Nc1cccc(S(=O)(=O)N2CCOCC2)c1	-2%	11%	7%
Cc1ccc(NC(=O)COc2cccc3ccccc23)c(O)c1	0%	-16%	-26%
CCOC(=O)c1c(C)nn(-c2ccc(NC(=O)/C=C/C(=O)O)cc2)c1C	nt	-14%	1.5µM*
COc1ccc(CCNC(=O)C2CC3Cn4c(nc5ccccc54)C3N2Cc2ccccc2)cc1 (centres undefined)	nt	?	18µM*
CNS(=O)(=O)c1cn(CC(=O)N2CCN(c3ccccc3F)CC2)cc1S(=O)(=O)NC	3%	-4%	-25%
Cc1cc2c(c(Sc3ccccc3)n1)C(=O)OC2	3%	-18%	-2%
CC(C)(C)C1CCC(=NOC(=O)c2ccc(F)cc2)CC1 (centres undefined)	0%	-1%	?
C=CCNc1ncnc2c1ncn2[C@H]1CN(CCOC)C[C@@H](CO)O1	nt	-12%	-17%
CCc1ccc(/C(C)=N/NC(=O)CNC(=O)/C=C/c2ccco2)cc1	nt	?	?
Nc1nnc(/C=C/c2cccc([N+](=O)[O-])c2)s1	5%	-3%	?
CN(C)C(=S)N=Nc1[nH]c2ccccc2c1O	5%	0.58µM*	0.52µM*
CCOC(=O)c1c(-c2ccc(C)o2)csc1NC(=O)CN1CCC(C(N)=O)CC1	8%	?	?
Cc1ccc(NC(=S)N2CCCC(c3nc4ccc(C)cc4[nH]3)C2)c(C)c1 (centres undefined)	5%	?	?
O=C(O)CCNc1ccc(Cl)cc1	4%	15%	-1%
CCc1ccccc1NC(=O)N1CCC(NC(=O)C(Cc2ccccc2)NC(C)=O)CC1 (centres undefined)	0%	-14%	-1%
COc1ccccc1N(CC(=O)Nc1ccc(C(F)(F)F)cc1)S(C)(=O)=O	4%	11%	5%
CCCCCCCCN1[C@@H](CC(=O)O)c2ccc(/C=C/C(=O)O)cc2S1(=O)=O	nt	?	?
Cc1cc(OCC(=O)N(C)Cc2ccccc2)ccc1Cl	nt	-9%	?
COc1ccc(-c2[nH]ncc2CN2CCC(OCc3cccnc3)CC2)c(F)c1	-4%	-24%	-3%
Cc1ccccc1C(=O)Nc1ccccc1-n1cccc1	7%	-30%	-20%
O=C1OC(N2CCN(Cc3ccccc3)CC2)c2ccccc21 (centres undefined)	nt	-18%	-15%
CCOC(=O)c1ccc2c(c1)C(=O)N(C1CCCCC1)C2=O	-2%	3%	10%
O=C1NCCn2nc3ccccc3c21	-1%	-2%	1%
COCCn1c(=NC(=O)CCS(=O)(=O)c2ccccc2)sc2c(OC)ccc(OC)c21	4%	?	?
COc1ccc(NC(=O)CN(C)C(=O)C23CC4CC(CC(C4)C2)C3)cc1	1%	2%	?
COc1ccc(C)cc1NC(=O)CC1COc2ccccc2O1 (centres undefined)	1%	3%	-18%
NC(Cc1ccc(F)cc1)c1csc(Nc2ccc(C(=O)c3ccccc3)cc2)n1 (centres undefined)	nt	?	?
CC(=O)c1cccc(NC(=S)NC(=O)c2ccc(Cl)cc2)c1	5%	?	-14%
Cc1cccc(NC(=O)/C=C/c2ccc3c(c2)OCO3)n1	-8%	?	18µM*
Cc1sc2ncnc(Sc3ccccc3C(=O)Nc3ccccc3Cl)c2c1C	7%	23µM*	18µM*
CCc1ccc2c(O)c3c(cc2c1C(=O)OC)C(=O)c1c(O)ccc(O)c1C3=O	-11%	-10%	1%
N#C/C(=C\c1ccc(F)cc1)c1nc(-c2ccco2)cs1	5%	-9%	-27%
COc1ccc(Nc2cc(C)c3cc([N+](=O)[O-])ccc3n2)cc1	nt	?	?
Cc1noc(C)c1/C=N/Nc1ccccn1	4%	-2%	-19%
Nc1ncc(Br)cc1S(=O)(=O)NCCC(=O)NCCc1ccccc1	4%	?	-13%
Cc1oc2nc(SCC(=O)NCc3cccnc3)nc(N)c2c1C	4%	16%	0%
COc1cccc(/C=C2\SC(=O)NC2=O)c1OCc1ccc(C(=O)O)cc1	?	-1%	-4%
O=C(Nc1cc2c(cc1Cl)OCCO2)c1ccco1	6%[56.1 µM]	-1%	3%
O=C(O)C(c1ccccc1)N1C(=O)c2cccc3cccc(c23)C1=O (centres undefined)	6%	3%	-13%
O=C(CSc1nnnn1-c1ccccc1)Nc1nsc(-c2ccc(Cl)cc2)n1	-12%	-21%	?
COC1=CC(=O)OC(c2ccc(OC)cc2)C1 (centres undefined)	nt	10%	2%
COc1cc(Cl)c(C)cc1NC(=O)CCc1nc2cccnc2n1Cc1cccs1	9%	?	?
CC1CN(c2oc(-c3cccs3)nc2C#N)CC(C)O1 (centres undefined)	6%	-14%	-28%
CCN(CC)C(=O)c1sc2c(c1C)c(=O)n(-c1ccccc1)c(=O)n2CC(=O)N(CC)c1cccc(C)c1	5%	?	-19%
Other entries
SMILES	TDP1 block	DT40 TDP1 CPT	TDP1 cell noCPT
COc1ccc(OCc2cc(C(=O)N3CCC(OC)CC3)no2)c2ccccc12	9%	23µM*	15µM*
CC1CCc2cc(F)ccc2N1C(=O)CN1C(=O)c2ccccc2C1=O (centres undefined)	5%	2%	-17%
CC(=O)Nc1ccc(S(=O)(=O)N[C@@H](C)C(=O)OCC(=O)Nc2ccc3c(c2)OCCO3)cc1	nt	7%	7%
COc1ccc(-c2nc(C#N)c(NCC3CCCO3)o2)cc1 (centres undefined)	3%	?	?
O=c1c(CCc2ccccc2)nc2cnc(N3CCNCC3)nc2n1Cc1ccc(F)cc1	nt	1µM*	?
CSc1cccc2sc(NC(=O)C3=COCCO3)nc12	-6%	14%	-17%
COc1ccc(CCNC(=O)c2cc3sccc3n2C)cc1OC	6%	?	?
COc1ccc(NC(=O)c2cc(C3CCCCN3C(=O)OCC(C)C)on2)c(C)c1 (centres undefined)	nt	?	?
C=CCSc1n[nH]c(-c2cccs2)n1	-3%	1%	-3%
COC(=O)Cn1c(CN2CCOCC2)nc2c1c(=O)n(C)c(=O)n2C	nt	7%	-8%
CN(C)c1ccc(-c2ccnc3c2CC(C)(C(=O)Nc2ccc(Cl)cc2)O3)cc1 (centres undefined)	nt	?	?
O=C(/C=C/c1ccc(Br)cc1)NC1CCCCCC1	5%	-13%	?
O=C(COC(=O)C1C2CC3OC(=O)C1C3C2)Nc1cccc(Cl)c1 (centres undefined)	1%	-1%	-9%
CC(C)C[C@@H](CN1CCC[C@H]1CN1C(=O)C(=O)NC[C@@H]1Cc1ccc(O)cc1)N1C[C@H](Cc2ccccc2)N(CC2CCCCCC2)C(=O)C1=O	nt	?	?
COc1cc(S(=O)(=O)Nc2ccncc2)ccc1F	5%	1%	-12%
COc1ccc(OCc2nnc(SCC(=O)N3CCOCC3)o2)cc1	5%	1%	-1%
O=C(CC1C(=O)NCCN1C(=O)c1ccccc1)Nc1cc(Cl)ccc1Cl (centres undefined)	1%	-4%	-9%
O=C(CSc1nnc(-c2ccncc2)o1)Nc1ccccc1Cl	-3%	-8%	3%
Cc1ccc(SCc2cc(=O)n(C)[nH]2)cc1	4%	1%	4%
Cc1ccc(C)c(S(=O)(=O)Nc2cc(C)on2)c1	3%	-3%	25%
O=C(CNC(=O)Cc1ccccc1)NCC(=O)OCc1ccccc1	0%	?	-19%
COC(=O)c1sccc1S(=O)(=O)N(CC(=O)Nc1cccc(C)c1C)c1ccc(C)c(C)c1	6%	21µM*	23µM*
CC(=O)Cc1nsc(NC(=O)c2cccc(F)c2)n1	6%	-25%	?
Fc1ccc(NC(=S)N2CCc3[nH]c4ccccc4c3C2)cc1	8%	-1%	?
Cc1ccc(C(=O)NNC2=Nc3cc([N+](=O)[O-])ccc3OC2)cc1	5%	-3%	-28%
CC(=O)NC1C(=O)N=C(SCC(=O)Nc2ccc(C(F)(F)F)cc2Cl)NC1=O (centres undefined)	-8%	-13%	-12%
COc1ccc(/C=C/C(=O)NC(=S)Nc2cc3oc4ccccc4c3cc2OC)cc1	6%	9.2µM*	?
CC1Cc2ccccc2N1S(=O)(=O)c1cnc(Cl)c(Br)c1 (centres undefined)	1%	?	?
CCOC(=O)Cc1ccc(NC(=O)Nc2c[nH]c(=O)[nH]c2=O)cc1	-4%	-22%	0%
CCCc1cc(=O)[nH]c(SCc2nc(-c3ccc(OC)cc3)no2)n1	5%	?	-29%
O=C1C=C(N2CCOCC2)c2ccccc2C1=O	nt	2.6µM*	2.3µM*
CCOC(=O)c1c(NC(=O)C2c3ccccc3Oc3ccccc32)sc(C(C)=O)c1C	5%	?	?
CC1(C(=O)NS(=O)(=O)c2ccccc2C(F)(F)F)CCN1C(=O)CCc1cccs1 (centres undefined)	nt	-15%	-4%
CCCSC1=NC2(CCN(C(=O)NC3CCCCC3)CC2)N=C1c1ccc(C)cc1	6%	7%	8%
Cc1ccccc1-c1nc(CN2CCC(C(=O)NCCC3=CCCCC3)CC2)c(C)o1	7%	18µM*	18µM*
Cc1ccc(NC(=O)CN2C(=O)S/C(=C\c3cccn3-c3cccc(C(=O)O)c3)C2=O)cc1C	nt	0%	-9%
CC(C)n1cc(CNC(=O)C2CCC(=O)N(Cc3ccccc3F)C2)cn1 (centres undefined)	1%	11%	1%
O=S(=O)(NC1CC2CCC1C2)c1ccc(Br)cc1 (centres undefined)	nt	-20%	-16%
Cc1cc(C(=O)Nc2cccc(-c3ccc(N4CCOCC4)nn3)c2)ccc1[N+](=O)[O-]	nt	?	26µM*
